MmCpn inh: Inhibitors of TCP-1 ring complex (TRiC) of Methanococcus maripaludis (MmCpn): qHTS; Chaperonin Mm-Cpn (Methanococcus maripaludis); purified Mm-Cpn ATPase, ADP Transcreener TR-FRET; Potency, µM (series often up to 76.9 µM), inactives show top-dose activity, negative = inhibition, usual class: inhibitors; 330,000 tested, 0.031% active; also: potency is read from the fitted curve at half-maximal effect; % is scaled to controls: 0 for no effect and ±100 for the full control effect; nearly all actives have a fitted effect of over 80% in size
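Compound-treated chaperonin, 25 nM final, turns over 10 uM ATP at 37°C for 30 min following a 10 min preincubation; ADP generated competes with ADP-d2 for Eu-cryptate antibody, lowering FRET.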
CCT chaperon mod: High-Throughput Screening for Modulators of Cytosolic Chaperonin Activity. AID 651819, 2012. activity change, % (no concentration beside the values), hits read low. purified chaperonin ATPase assay, HTRF ADP detection, 30 min. 360,000 tested, 0.3% active; in the data active = activity change below about -30%; also: % is scaled to controls: 0 for no effect and ±100 for the full control effect
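Enzyme 40 or 20 nM (batch-dependent) in Tris pH 7.4/KCl/MgCl2/DTT; cpd 76 uM single point; ATP 10 uM; 30 min 37 °C; Transcreener ADP HTRF detection, 30 min RT; ratio 665/615.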
Akt phos inh: HTS Assay for Inhibitors of Akt Phophorylation: Primary Screen. AID 651550, 2012. Neuro2A IGF-stimulated pAkt S473 HTRF, 20 min; stronger effect = lower value. 360,000 tested, 0.32% active. activity change, % for hits at 50 µM; in the data active = activity change below about -80%; inconclusive = mostly about -51% to -80%; also: % is scaled to controls: 0 for no effect and ±100 for the full control effect
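Neuro2A cells in DMEM with 0.5% FBS, overnight at 37 deg C, given compound at single 50 µM final, then IGF (6 nM final) for 20 min at 37 deg C. Lysed; phospho-Akt Ser473 by HTRF after 24 h, 665/615 ratio.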
EPAC2 agonist: qHTS for Agonist of cAMP-regulated guanine nucleotide exchange factor 4 (EPAC2): primary screen | EPAC2 activation, biochemical qHTS; response scale: 100% = 6.5 mM cAMP response | Potency, µM (series often up to 154 µM), for inactives: at the highest dose activation, usual class: activators | 360,000 tested, 0.079% active | AID 720711, 2013; also: potency is read from the fitted curve at half-maximal effect; nearly all actives have a fitted effect of over 50% in size
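qHTS, titration series. 100 nM EPAC2 / 250 nM Rap1B-BODIPY-GDP / 50 uM GDP; RT; ex 480/em 540 nm, 5-min reads to 30 min. Norm. to 6.5 mM cAMP = activation.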
D3 antag: qHTS of D3 Dopamine Receptor Antagonist: qHTS. D(3) dopamine receptor (Homo sapiens), P35462. 360,000 tested, 2.5% active. max response, negative = inhibition, %. D3R cells, DiscoveRx beta-arrestin luminescence, antagonist mode; stronger effect = lower value; in the data active = max response below about -50%; inconclusive = no clear call, values can overlap the other calls; also: % is scaled to controls: 0 for no effect and ±100 for the full control effect; mostly tested at two doses, the higher about 12 µM
Target sequence (P35462 whole entry, looked up): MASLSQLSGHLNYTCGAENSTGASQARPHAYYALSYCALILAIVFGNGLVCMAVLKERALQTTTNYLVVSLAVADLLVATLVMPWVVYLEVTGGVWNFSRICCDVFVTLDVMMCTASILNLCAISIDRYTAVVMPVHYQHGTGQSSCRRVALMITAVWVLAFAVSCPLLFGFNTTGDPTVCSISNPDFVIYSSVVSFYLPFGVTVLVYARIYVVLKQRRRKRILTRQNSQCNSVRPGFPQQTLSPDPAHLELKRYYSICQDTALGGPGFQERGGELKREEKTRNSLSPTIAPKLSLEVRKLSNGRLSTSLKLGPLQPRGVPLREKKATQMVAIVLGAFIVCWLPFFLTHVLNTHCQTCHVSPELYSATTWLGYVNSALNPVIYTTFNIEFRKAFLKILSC
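Cells plated overnight at 1500 cells/well, then exposed to library compounds with dopamine controls for 90 minutes at 37 degrees C. DiscoveRx reagent added for 30–60 minutes at room temperature; luminescence read, quantitative HTS format.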
EPAC2 antag: qHTS for Antagonist of cAMP-regulated guanine nucleotide exchange factor 2 (EPAC2): primary screen; 360,000 tested, 0.18% active; Potency, µM (highest dose often 114 µM), without a hit: at the highest dose activity, negative = inhibition, usual class: inhibitors; Rap guanine nucleotide exchange factor 4 (Homo sapiens), Q8WZA2; AID 720708, 2013; EPAC2 GEF exchange of Rap1B-BODIPY-GDP, fluorescence; also: potency is read from the fitted curve at half-maximal effect; % is scaled to controls: 0 for no effect and ±100 for the full control effect; nearly all actives have a fitted effect of over 45% in size; many of its hits are not listed in these tables
DRD3 agonist: qHTS of D3 Dopamine Receptor Agonist: qHTS; D(3) dopamine receptor (Homo sapiens), P35462; D3R DiscoveRx beta-arrestin cells, luminescence, 90 min; max activation, %; 410,000 tested, 0.58% active; in the data active = max activation above about 30%; also: 0% is about no effect; mostly tested at two doses, the higher about 12 µM
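Cells at 1500/well, incubated overnight, then treated with pinned compounds (dopamine as control) for 90 min at 37 degrees C. DiscoveRx reagent added for 30 - 60 minutes at room temperature; luminescence read.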
PTHR1 agonist: qHTS for PTHR1 Agonists: Primary Screen | HEK293 GP2 PTHR1 cells, GloSensor cAMP luminescence, 1 h | Potency, µM (top dose mostly 115 µM), inactives show top-dose activation, usual class: activators | 410,000 tested, 0.075% active | Parathyroid hormone/parathyroid hormone-related peptide receptor (Homo sapiens), Q03431 | AID 743266, 2014; also: potency is read from the fitted curve at half-maximal effect; nearly all actives have a fitted effect of over 55% in size; some results filed as inactive show a strong effect at the top dose; inactives centre near -15; many of its hits are not listed in these tables
Target sequence (Q03431 whole entry, looked up): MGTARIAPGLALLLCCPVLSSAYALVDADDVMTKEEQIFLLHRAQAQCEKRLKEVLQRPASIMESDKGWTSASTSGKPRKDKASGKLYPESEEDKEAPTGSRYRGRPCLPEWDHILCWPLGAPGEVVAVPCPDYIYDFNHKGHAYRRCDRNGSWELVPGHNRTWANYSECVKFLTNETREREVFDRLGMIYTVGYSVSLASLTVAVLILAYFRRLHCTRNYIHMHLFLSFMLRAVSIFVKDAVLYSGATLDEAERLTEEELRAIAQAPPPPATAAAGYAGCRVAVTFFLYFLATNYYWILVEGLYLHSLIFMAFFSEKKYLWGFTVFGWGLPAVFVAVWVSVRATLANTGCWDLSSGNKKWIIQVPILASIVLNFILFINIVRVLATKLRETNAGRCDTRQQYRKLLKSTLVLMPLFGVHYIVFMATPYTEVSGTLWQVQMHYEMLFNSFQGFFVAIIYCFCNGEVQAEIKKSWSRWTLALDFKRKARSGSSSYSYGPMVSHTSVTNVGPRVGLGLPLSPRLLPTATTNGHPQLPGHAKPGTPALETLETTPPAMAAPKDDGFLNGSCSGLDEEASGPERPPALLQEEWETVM
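HEK-293-derived GP2 cells expressing PTHR1 and a GloSensor cAMP reporter, 3,000/well, plated overnight, given luciferin plus IBMX (each 0.5 mM as added) for 1 h at 37 °C, then compound for 1 h at 37 °C. Luminescence was read after 15 min at room temperature.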
Starred values were filed as active, the others as inactive; i = inactive; ? = inconclusive; nt = not tested or not shown; & = joins results of further samples; [ ] = remark or other dose. Unless noted, calls follow the shape of the dose curve; as a rule, active = well fitted curve in the direction sought with a large enough effect; inconclusive = small, poorly fitted or top-dose-only effect, or another doubt; inactive = no such curve, though single readings can be large; an effect the other way counts as inactive or inconclusive. These rows are one share of the data; rates above refer to the full screens.

SMILES | MmCpn inh | CCT chaperon mod | Akt phos inh | EPAC2 agonist | D3 antag | EPAC2 antag | DRD3 agonist | PTHR1 agonist
NC(=O)c1ccc(N2CCCCC2)c(N2C(=O)C3C4C=CC(C4)C3C2=O)c1 (centres undefined) | 0% | -0.3 | i | -5% | -7 | 2% | 4 | 16%[57.5 µM]
C/C=C(/C(=C/C)c1ccc(O)cc1)c1ccc(O)cc1 | 1% | -1.5 | i | 16% | 5 | ? | 20&-3 | -17%
Cc1ccnc(-n2c(C)cc(C=O)c2C)c1 | 1% | -1.1 | i | 1% | 28 | 6% | 12 | -11%
O=C(CSc1nnc(-c2ccccc2Cl)o1)Oc1ccc(Br)cc1 | -21% | -1.7 | i | 2% | 3 | 3% | 4 | i
CCOc1ccc(NC(=O)/C(C#N)=C/c2ccc(N3CCCC3)c(C)c2)cc1 | -10% | -3.8 | i | 1% | 24 | 16% | 21 | i
COC(=O)c1sc(S(=O)(=O)Nc2ccc3cn[nH]c3c2)c(C(=O)OC)c1C | -1% | -3.4 | i | -8% | 5 | 3% | 2 | -15%[57.5 µM]
O=C(COC(=O)Cn1cnc2ccccc21)Nc1cc(S(=O)(=O)N2CCOCC2)ccc1Cl | 1% | 0.6 | i | -9% | 2 | -10% | -7 | -4%
Cc1ccc2c(Cl)cc(Cl)c(OCC(=O)N(C(C)C)C(C)C)c2n1 | 0% | -2.6 | i | 5% | -16 | 3% | -10 | i
C[C@@H]1CN([C@@H](C)CO)C(=O)CCCn2nncc2CO[C@@H]1CN(C)C(=O)NC1CCCCC1 | nt | -0.8 | i | 2% | 14 | -10% | 0 | 0%
O=C(Nc1ccccc1)c1ccc(Br)o1 | -1% | -2.6 | i | 8% | 7 | 7% | -2 | i
CS(=O)(=O)N1CCC(C(=O)Nc2ccccc2Cl)CC1 | 3% | 0.0 | i | 5% | 9 | 3% | -7 | 2%
COc1ccc(N2CCN(C3CC(=O)N(C)C3=O)CC2)cc1 (centres undefined) | 2% | -0.8 | i | 1% | 10 | 15% | 1 | -15%[57.5 µM]
Cc1ccc(SCC(=O)OCC(=O)NCCc2ccc(S(N)(=O)=O)cc2)c(C)c1 | 0% | -0.5 | i | 9% | 1 | 0% | 5 | -21%
COc1cccc(OCc2cc(/C=N/n3cncn3)ccc2OC)c1 | 1% | -1.0 | i | 3% | 6 | -1% | -15 | i
O=C(c1ccc2c(c1)OCCO2)C1CCN(C(=O)c2ccc(F)cc2)CC1 | -1% | 2.0 | i | 4% | -22 | 15% | -4 | -4%[57.5 µM]
COc1ccc(CNc2ccc(N3CCOCC3)cc2)cc1 | -2% | -4.9 | i | 3% | -15 | 5% | 7 | -2%
COc1cc(CCCN2CCNC[C@@H]2C(C)O)cc(OC)c1OC (some centres undefined) | 1% | -0.3 | i | 4% | ? | 23% | -8 | i
Cc1cccc(N(C)c2ccc3cc(S(=O)(=O)N4CCCC4)ccc3n2)c1 | 0% | -0.1 | i | 1% | -8 | -1% | -7&-11 | -8%&-19%
O=C(CN1C(=O)CSc2ccc(S(=O)(=O)N3CCOCC3)cc21)NCCCN1CCCCC1 | -4% | -1.7 | i | -5% | -1 | 4% | 3&3 | -1%
O=C(N=C1SC2CS(=O)(=O)CC2N1c1ccc(Cl)cc1)C1CCCO1 (centres undefined) | 3% | -1.6 | i | 5% | 3 | 6% | 21 | -80%[inhibitor]
COc1ccccc1NC(=O)Cn1nc(-c2ccc3c(c2)OCCO3)ccc1=O | 1% | -0.1 | i | 4% | 5 | 0% | -10 | -22%
Cc1ccc(NS(=O)(=O)c2ccc(C)c(C(=O)NCC(c3ccccc3)N(C)C)c2)cc1 (centres undefined) | 1% | -0.5 | i | 8% | -2 | 1% | -1 | -16%
O=C(/C=C/c1ccccc1[N+](=O)[O-])N1CCCCC1 | -1% | 0.0 | i | 8% | 1 | 7% | -2 | i
Cc1ccc(N(CC(=O)NC2CCCCC2)C(=O)CNC(=O)c2ccco2)cc1F | 2% | 0.2 | i | 1% | -12 | 0% | 2 | -8%

Compound profiles (already shown). Screens in order: MmCpn inh, CCT chaperon mod, Akt phos inh, EPAC2 agonist, D3 antag, EPAC2 antag, DRD3 agonist, PTHR1 agonist
COc1ccccc1NC(=O)Cn1nc(-c2ccc3c(c2)OCCO3)ccc1=O is listed as 1%, -0.1, i, 4%, 5, 0%, -10, -22%
Cc1ccc(N(CC(=O)NC2CCCCC2)C(=O)CNC(=O)c2ccco2)cc1F is listed as 2%, 0.2, i, 1%, -12, 0%, 2, -8%
Cc1cccc(N(C)c2ccc3cc(S(=O)(=O)N4CCCC4)ccc3n2)c1 is listed as 0%, -0.1, i, 1%, -8, -1%, -7&-11, -8%&-19%

(more compounds)
SMILES | MmCpn inh | CCT chaperon mod | Akt phos inh | EPAC2 agonist | D3 antag | EPAC2 antag | DRD3 agonist | PTHR1 agonist
Cc1cccc(OCC(=O)N/N=C/c2ccc3c(c2)OCO3)c1 | 3% | -0.4 | i | -13% | 10 | 0% | -7 | -14%
COc1ccc(-c2csc(NCCc3nc4cc(Cl)c(Cl)cc4n3CCCO)n2)cc1 | nt | -0.5 | i | 7% | 51 | -11% | -1 | -80%[inhibitor]
O=C(CCC(=O)N1CCN(S(=O)(=O)c2ccc(Cl)cc2)CC1)NCc1cccc(C(F)(F)F)c1 | nt | 1.3 | i | 5% | 11 | 1% | 12 | -17%
CCCS(=O)(=O)Nc1c(C(=O)OC)[nH]c2ccccc12 | -1% | 1.5 | i | 3% | 3 | 25% | -10 | i
Cc1cccc(-c2noc(CN(C(C)C)S(=O)(=O)c3ccc(F)cc3)n2)c1 | -3% | -1.7 | i | -3% | 1 | -4% | 1 | -8%
O=C(CCC(=O)N/N=C/c1ccc(Br)s1)NCc1ccccc1 | -1% | -0.6 | i | -9% | 13 | 4% | 1 | i
COc1ccc(N/N=C(C)/C(=N/O)C(=O)Nc2ccccc2)cc1 | 2% | 1.9 | i | -1% | 6 | -9% | 3 | i
Cn1c(SCc2nc3ccccc3[nH]2)nnc1-c1cnccn1 | 0% | 1.6 | i | 10% | 17 | -6% | 7 | -9%[57.5 µM]
O=C(Cc1ccc(NC(=O)C2CCN(C(=O)C3CCC3)CC2)cc1)Nc1cccc(C(=O)N2CCCCC2)c1 | nt | 0.2 | i | 6% | 7 | 5% | -18 | -17%
Cc1nc(C)c(-c2csc(N)n2)s1 | 0% | -1.2 | i | 0% | -5 | 0% | 2 | -15%
CN(C(=O)C1CCC(=O)N(Cc2cccc(F)c2)C1)C1CCCCC1 (centres undefined) | 0% | 0.9 | i | -6% | 7 | 0% | 3 | -63%[inhibitor]
COc1ccc(-c2nn(-c3ccccc3)cc2/C=C/C(=O)N(C)CC(=O)Nc2cccc(F)c2)cc1OC | nt | 0.9 | i | 6% | 0 | -5% | -3 | -94%[inhibitor]
Cc1ccc(S(=O)(=O)N2C[C@H]3N(C(=O)OC(C)C)N(C(=O)OC(C)C)C[C@H](OC(=O)NCC4CCCCC4)[C@@]3(O)C2)cc1 | nt | 1.6 | i | 8% | -5 | -11% | -4 | -13%
CCOC(=O)C1=C(COC(=O)[C@@H]2CCCN2S(=O)(=O)c2ccc(C)cc2)NC(=O)NC1C (some centres undefined) | 2% | -3.9 | i | 0% | -3 | -2% | -12 | -24%
COc1ccc2c(c1)C(C)=CC(C)(C)N2S(=O)(=O)c1ccc(C)cc1 | 1% | 0.6 | i | 0% | -14 | -21% | -10 | -23%
CCN(CC(F)(F)C(F)F)S(=O)(=O)c1ccc(NC(=O)OC)cc1 | -3% | -1.5 | i | -7% | -20 | -1% | -2 | i
O=C1c2cccc3cccc(c23)C(=O)N1Cc1ccco1 | -1% | -1.6 | i | 5% | -12 | 0% | 1 | -22%
C=CCN(CC=C)c1nc2ccccc2nc1C(C#N)C(=O)OCCOC (centres undefined) | -3% | 0.9 | i | ? | 0 | -6% | 8 | -13%
O=C1CN(C(=O)/C=C/c2ccc(Cl)cc2Cl)CCN1 | 0% | -2.9 | i | -2% | -17 | 2% | 13 | i
CC(=O)N1c2ccccc2C2CCCC[C@@H]21 (some centres undefined) | -2% | 0.6 | i | 9% | 7 | -4% | 0 | i
COc1ccc(Br)cc1CNC(=O)C1CCN(S(=O)(=O)N2CCC(C)CC2)CC1 | 1% | 1.2 | i | -7% | -19 | -5% | -20 | -28%
Cc1ccc(Nc2nc3ccccc3n3cnnc23)c(Cl)c1 | -2% | -5.6 | i | -2% | -2 | 0% | -4 | -10%
COc1ccc(C(O)c2nc(-c3ccc(OC)nc3)cs2)cc1 (centres undefined) | nt | 1.2 | i | 10% | -1 | 3% | -3 | i
CCN(CC(=O)Nc1ccccc1OC)C(=O)C1CCCC1 | 0% | -1.1 | i | 4% | -14 | 6% | 3 | -6%
CCOc1ccc(C(C)C)cc1S(=O)(=O)Nc1ccc(Cl)cn1 | -1% | -0.3 | i | -8% | 27 | 2% | 0 | -6%
COc1ccc2ccccc2c1/C=N\n1c(C)cc(C)c(C(N)=O)c1=O | -2% | -0.7 | i | 7% | -5 | 2% | 3 | -19%[57.5 µM]
Cc1ccc(S(=O)(=O)n2cnc3ccccc32)cc1 | -3% | -3.9 | i | 5% | 4 | -4% | 2 | i
Cc1cccc(C(=O)OCC(=O)N2CC(C)OC(C)C2)c1C (centres undefined) | 2% | 2.5 | i | 2% | -7 | -6% | 2 | -14%
Cc1ccc(NS(=O)(=O)c2ccc(C(=O)NCC3CCCO3)cc2)cc1 (centres undefined) | 1% | -1.4 | i | -6% | -20 | 15% | -14 | -2%
CC(C)C[C@H]1CN([C@@H](Cc2ccc(O)cc2)CN2CCC[C@@H]2CN2C(=S)NC[C@@H]2Cc2ccccc2)C(=S)N1CCc1ccccc1 | nt | -0.2 | i | 7% | -1 | 2% | -18 | 9%
